Assay outcomes deposited in PubChem BioAssay by several laboratories.
PREPL inhibitor = PREPL enzyme inhibitors, primary screen, biochemical, fluorescence polarization; recombinant PREPL, fluorescence polarization activity-based probe; inhibition, % at 5.96 µM; 0.68% of 320,000 active; AID 2751, 2010; in the data active means inhibition above about 43%;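 further: 0% = enzyme with DMSO and 100% = wells lacking enzyme; many of its hits are not listed in these tables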
LYPLA2 inh = LYPLA2 inhibitors, primary screen, counter-screen for PME1 inhibitor project, biochemical, fluorescence polarization, FP-Rh probe ABPP. Acyl-protein thioesterase 2 (Homo sapiens), O95372. recombinant LYPLA2. inhibition, % at 5.9 µM. 0.38% of 320,000 active. AID 2177, 2009;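 active means inhibition above the screen-wide mean plus 3 SD, limit set per campaign, cut at about 26% in these data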;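 further: 0% = LYPLA2 with DMSO and 100% = wells lacking LYPLA2 enzyme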
Target sequence (O95372 whole entry, looked up): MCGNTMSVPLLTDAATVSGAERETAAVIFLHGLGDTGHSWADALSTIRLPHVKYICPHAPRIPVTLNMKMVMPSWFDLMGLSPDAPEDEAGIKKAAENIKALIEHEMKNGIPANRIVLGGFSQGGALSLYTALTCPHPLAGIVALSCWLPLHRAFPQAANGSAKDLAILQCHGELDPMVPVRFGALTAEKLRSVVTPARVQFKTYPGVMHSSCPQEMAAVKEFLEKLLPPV
Efflux pump mplx = inhibitors of Candida efflux pumps in yeast, primary screen, S. cerevisiae, Nile Red, multiplex; S. cerevisiae Candida pump triplex; inhibition, % at 10 µM; 0.44% of 330,000 active; AID 485275, 2010;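 active means plate passing quality check with inhibition over a set limit, or well fluorescence over plate mean plus 4 SD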;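 further: Nile Red retained in pooled yeast measured as flow cytometry median fluorescence; 0% = buffer negative control and 100% = Enniatin B positive control; higher means more Nile Red kept so more efflux inhibition; some compounds called inactive have numbers as strong as hits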
GASC-1 inh = inhibitors of GASC-1 histone demethylase, primary screen, biochemical, fluorescence, DELFIA europium. inhibition, % at 2.35 µM. Lysine-specific demethylase 4C (Homo sapiens), Q9H3R0. 0.069% of 330,000 active. GST-JMJD2C(1-420) H3K9me3 demethylation;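 active means more than half of a compound's replicate wells show inhibition beyond 50%, single wells judged on their own value; inconclusive means some, but no more than half, of replicates pass 50% inhibition; inactive means no replicate passes 50% inhibition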;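 further: signal counts dimethyl H3K9 product captured on neutravidin plate; 0% = median of DMSO wells and 100% = 0.3 times that DMSO median; strong numbers were not always called active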
PP5 inh = PP5 phosphatase inhibitors, primary screen, biochemical, fluorescence | 0.18% of 320,000 active | AID 1987, 2009 | purified PP5c, OMFP substrate fluorescence | Serine/threonine-protein phosphatase 5 (Homo sapiens), P53041 | inhibition, % at 6.7 µM;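 active means inhibition above the campaign's mean inhibition across all tested compounds plus 3 SD, cut at about 9.5% in these data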;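 further: 0% = DMSO only and 100% = 100 µM cantharidin control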
Target sequence (P53041 whole entry, looked up): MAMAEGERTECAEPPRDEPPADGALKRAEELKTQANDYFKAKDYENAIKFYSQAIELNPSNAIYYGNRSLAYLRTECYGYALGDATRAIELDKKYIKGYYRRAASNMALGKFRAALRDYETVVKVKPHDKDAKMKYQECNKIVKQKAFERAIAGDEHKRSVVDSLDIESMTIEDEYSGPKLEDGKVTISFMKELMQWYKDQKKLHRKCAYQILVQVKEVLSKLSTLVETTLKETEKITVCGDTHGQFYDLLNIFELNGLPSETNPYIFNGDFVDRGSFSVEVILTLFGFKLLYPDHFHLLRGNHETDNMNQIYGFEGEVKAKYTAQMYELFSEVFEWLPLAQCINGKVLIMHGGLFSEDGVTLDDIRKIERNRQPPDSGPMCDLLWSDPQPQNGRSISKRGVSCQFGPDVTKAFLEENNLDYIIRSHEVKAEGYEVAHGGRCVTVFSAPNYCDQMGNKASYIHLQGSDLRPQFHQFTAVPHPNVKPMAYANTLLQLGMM
HCV core dimer = inhibitors of HCV core protein dimerization, primary screen, biochemical, TR-FRET, high-throughput. TR-FRET GST/Flag-core106 dimerization, 1536-well. inhibition, % at 5 µM. 0.33% of 300,000 active. AID 1899, 2009;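 active means inhibition above the mean of all tested compounds plus 3 SD, set per screening campaign, cut at about 45% in these data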
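Assay system – GST-tagged and Flag-tagged HCV core protein residues 1-106 · Quantity – core106 proteins, GST 13.5 nM and Flag 17 nM · Benchmarks – unlabelled core106 and no-GST-core106 wells · Read-out basis – percent inhibition of core106 dimerization signal · Detection – time-resolved FRET, ex 340 nm, em 617 and 671 nm · Schedule – 4 h at 22.5 °C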
PP1 inh = PP1-alpha phosphatase inhibitors, primary screen, counter-screen for PP5 inhibitor project, biochemical, fluorescence, OMFP substrate, single point; Serine/threonine-protein phosphatase PP1-alpha catalytic subunit (Homo sapiens), P62136; purified PP1alpha; inhibition, % at 6.7 µM; 0.9% of 320,000 active; AID 2235, 2010;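 active means inhibition above the mean inhibition of all tested compounds plus 3 SD, computed separately for each screening campaign, cut at about 15% in these data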
Target sequence (P62136 whole entry, looked up): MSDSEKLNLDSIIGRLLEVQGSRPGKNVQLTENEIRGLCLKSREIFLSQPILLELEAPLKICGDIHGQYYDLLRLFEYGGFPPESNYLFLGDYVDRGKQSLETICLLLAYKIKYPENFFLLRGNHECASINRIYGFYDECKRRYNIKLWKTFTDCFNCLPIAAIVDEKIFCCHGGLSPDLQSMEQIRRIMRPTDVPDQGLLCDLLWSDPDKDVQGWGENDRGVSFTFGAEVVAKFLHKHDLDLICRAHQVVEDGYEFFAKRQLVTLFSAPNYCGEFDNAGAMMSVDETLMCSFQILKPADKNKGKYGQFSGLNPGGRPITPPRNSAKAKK
TPT1 inhibitor = Candida albicans TPT1 enzyme inhibitors, primary screen, biochemical, fluorescence polarization. 0.81% of 300,000 active. inhibition, % at 5 µM. recombinant caTPT1, FP RNA substrate dephosphorylation. tRNA 2'-phosphotransferase TPT1 (Candida albicans SC5314);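 active means inhibition above the mean of all tested compounds plus 3 SD, set per screening campaign, cut at about 24% in these data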;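 further: plate controls were DMSO alone for no effect and ferristatin control at 100 nM for full effect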
CTSL1 counter = Fasciola hepatica cathepsin L1 inhibitors, primary screen, counter-screen for PFM18AAP inhibitor project, biochemical, QFRET, fluorogenic peptide substrate. 0.49% of 300,000 active. AID 1906, 2009. inhibition, % at 5.96 µM. recombinant F. hepatica cathepsin L1, Z-Leu-Arg-MCA fluorescence;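 active means inhibition above the mean of all tested compounds plus 3 SD, set per screening campaign, cut at about 17% in these data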;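 further: 0% = plate median of test compound wells and 100% = 1 µM Z-Phe-Ala-diazomethylketone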
* = called active by the depositor; ? = inconclusive; . = no result given; & = joins results of further samples.

SMILES	PREPL inhibitor	LYPLA2 inh	Efflux pump mplx	GASC-1 inh	PP5 inh	HCV core dimer	PP1 inh	TPT1 inhibitor	CTSL1 counter
CCCCCC1C/C(=N\O)C=C(C)C1C(=O)OC (stereo not given)	3	0	1.5*	1	1.3	5	-4	0	5
Cc1nc(NS(=O)(=O)c2ccc(Br)cc2)c2c3c(sc2n1)CCC3	-9	0	-0.1	4	0.9	15	0	-2	4
C(/CCc1ccccc1)=N\Nc1nc2ccccc2[nH]1	24	-2	0.1	-2	0.3	3	5	0	0
N#CCSc1nnc(N)s1	2	1	0.1	4	5.0	2	-2	-4	-2
NC(=O)CNC(=O)c1ccc(Cl)cc1	3	-5	-0.1	5	0.6	0	-5	-6	-2
O=C(Nc1ccccc1C(=O)Nc1ccc2c(c1)OCO2)c1cccs1	-20	-9	-0.1	24	5.4	-4	-1	-3	-1
O=C(O)c1cccc(S(=O)(=O)N2Cc3ccccc3C2)c1	6	-1	0.0	25	-0.3	6	-5	-6	-5
O=C1CN(c2ccccc2Cl)C(=O)CN1c1ccccc1Cl	-7	1	-0.1	5	2.1	-6	-2	2	-1
CC(=O)c1ccc(N2CCN(C(=O)Nc3ccc(Cl)cc3)CC2)cc1	17	27*	-0.2	-10	-0.8	6	-5	-1	-3
CCn1c(SCC(=O)Nc2ccccc2)nnc1C1CCCCC1	1	0	-0.1	0	0.1	-2	-4	-5	-8
COc1ccc(CCNC(=O)c2nnn(CC(=O)Nc3ccccc3)c2N)cc1OC	5	5	0.1	2	-1.5	-4	-1	3	-1
Cc1cccc(N2C(=O)C(O)=C(C(=O)c3cccs3)C2c2ccc(F)cc2)n1 (stereo not given)	16	6	-0.1	-4	2.3	-7	7	-1	2
CC(=O)Nc1ccc(S(=O)(=O)NC(C)C(=O)OCC(=O)NC2CCCC2)cc1 (stereo not given)	-7	1	0.1	13	-1.1	-3	-2	3	-13
CCCCC(C(=O)NC1CCCC1)N(C(=O)c1snc(C(N)=O)c1N)c1ccc(C)cc1 (stereo not given)	1	0	0.1	0	1.2	9	2	-2	4
COC(=O)[C@@H]1C[C@@H](C(=O)O)[C@H](C)C1(C)C	0	-5	-0.1	10	0.7	9	0	-2	-1
CC[C@@]12C(=O)N(c3cccc(Br)c3)C(=O)N1[C@H](c1ccc(OC)cc1)[C@@H]1C(=O)N(C(C)(C)C)C(=O)[C@@H]12	-6	2	0.0	2	0.4	7	4	-1	-1
CCOc1ccc(NC(=S)N2C3CCCC2CC(NC(=O)C2CC2)C3)cc1 (stereo not given)	-12	0	0.0	10	-5.2	-14	5	-2	2
N#CCCN(C(=O)Nc1ccc(Cl)cc1)c1ccccc1	-11	0	0.1	10	1.1	0	2	0	-1
CC(C)Cc1nnc(NC(=O)CCNC(=O)c2ccco2)s1	15	-3	0.4	-7	0.8	-12	4	-1	1
COc1ccc(C(=O)NCCCn2ccnc2)cc1	12	0	0.0	-6	3.1	4	-1	-2	-1
Cc1cc(C)cc(NC(=O)CCn2c(=O)c3cccn3c3ccccc32)c1	-12	-3	-0.1	-1	1.6	17	3	1	2
O=C(COc1ccccc1)NC(=S)Nc1ccc(Br)cn1	9	-1	-0.1	11	1.2	0	-2	-2	2
O=C(CN(Cc1ccc(Cl)c(Cl)c1)S(=O)(=O)c1ccccc1)N/N=C\c1ccc2c(c1)OCO2	-63	-10	0.1	2	4.3	17	-2	-5	2
O=C(Nc1cccc(F)c1)/C(=C\c1ccco1)NC(=O)c1cccs1	8	-2	0.0	16	-2.1	-9	1	5	7
CCCCCCCCCCOC(=O)Cn1c(COc2ccc(OC)cc2)[n+](C)c2ccccc21	-13&-12	4&3	0.2&0.1	-14&6	3.9&5.0	-4&-13	35*	3&-5	5&4

More results follow:
SMILES	PREPL inhibitor	LYPLA2 inh	Efflux pump mplx	GASC-1 inh	PP5 inh	HCV core dimer	PP1 inh	TPT1 inhibitor	CTSL1 counter
Brc1ccc(-c2cnnc(N3CCCC3)n2)cc1	5	3	0.2	-1	0.4	9	-3	-1	-5
COc1ccc(NC(=O)C2CCCN(C)C2)cc1OCC(C)C (stereo not given)	8	-4	0.0	-3	-0.4	6	-1	-2	-2
CC(=O)Nc1ccc(S(=O)(=O)N(C)CC(=O)Nc2ccccc2N2CCOCC2)cc1	11	0	0.1	-12	-1.0	2	-1	-1	-3
COc1ccc(N2CCN(S(=O)(=O)CCNC(=O)COc3ccc(Cl)cc3)CC2)cc1	-3	2	0.0	4	2.8	6	-4	1	3
O=C(NC(=S)Nn1cnc2c(cnn2-c2ccccc2)c1=O)c1ccc(Cl)cc1	32	-2	-0.1	8	-0.1	0	6	-4	0
CCCCC1=CC2=CC(=O)C(C)(OC(=O)c3ccco3)C(=O)C2=CO1 (stereo not given)	-5	-2	.	7	3.6	9	4	7	-5
Cc1ccc(S(=O)(=O)n2nnc3ccccc32)c(C)c1C	-7	-3	-0.2	-8	0.6	6	-1	-2	0
O=Cc1cn(CCC(=O)O)nc1-c1cccc2ccccc12	1	-1	0.0	2	0.4	-1	-3	-3	-4
CCCCn1c(NC(=O)C2CCCCC2)nc2ccccc21	-5	8	0.0	-6	1.5	-4	-3	-4	0
CCCc1nc2oc3c(NCC4CCCO4)ncnc3c2c2c1COC(C)(C)C2 (stereo not given)	0	-5	0.1	1	-0.6	0	0	0	-1
O=C(c1ccc2[nH]c3c(c2c1)CCCC3)N1CCN(c2ccc(F)cc2)CC1	32	3	0.0	1	2.8	8	1	-2	-2
Clc1cccc(Nc2nc(-c3cccnc3)cs2)c1	19	7	0.1	5	2.9	1	4	-1	2
COCCn1nnnc1CN1CCC(Cc2ccccc2)CC1	13	-2	-0.1	-19	-11	-20	9	1	8
CCCCOC(=O)Cn1c(=O)oc2ccc(C)cc21	-12	1	0.0	-7	3.4	-18	1	-2	-2
COc1ccccc1N1CCN(c2cc(N3CCCC3)nc(C)n2)CC1	2	4	0.0	-2	3.3	-2	3	2	0
COC(=O)c1ccccc1NC(=O)c1ccc2c(c1)OCCO2	15	0	-0.1	?	-6.4	2	-1	-5	10
CCc1ccc(S(=O)(=O)N2CCN(c3ncccn3)CC2)cc1	-63	-2	0.1	-1	0.9	5	-1	4	-1
C/C(Cl)=C\Cn1c(Nc2ccc(C)cc2)nc2c1c(=O)n(C)c(=O)n2C	15	4	0.0	-35	3.4	2	1	0	3
O=C(Nc1cc(C(F)(F)F)ccc1N1CCOCC1)c1cnccn1	5	-4	0.0	5	-1.2	9	-5	1	5
COc1ccc(S(=O)(=O)N2CCCCCC2)cc1C(=O)N(C)CCOc1ccccc1	15	-2	-0.1	2	0.2	0	-5	0	3
Cc1ccc(/C=C2\SC(=S)N(CCCC(=O)Nc3cccc(C(=O)O)c3)C2=O)cc1	17	7	-0.2	-3	3.2	4	0	-5	7
Cc1ccc(C(=O)OCC(=O)NC2CCCC2)cc1	10	-5	0.0	-2	-0.2	6	-5	0	-11
COc1ccc(CNC(=O)COc2ccccc2C(=O)c2cnn(-c3ccccc3)c2)cc1OC	-7	3	0.2	.	8.4	.	-3	.	.
COCCNC(=O)CNC(c1ccccc1)c1ccccc1	19	3	0.6	-3	0.1	0	-4	1	-1
O=C(/C=C/Nc1ccccc1F)c1cccs1	0	0	-0.6	5	0.9	2	-2	2	0

(continued)
SMILES	PREPL inhibitor	LYPLA2 inh	Efflux pump mplx	GASC-1 inh	PP5 inh	HCV core dimer	PP1 inh	TPT1 inhibitor	CTSL1 counter
Cc1cc(C)cc(N2C(=O)N(c3ccccc3C)C3CS(=O)(=O)CC32)c1 (stereo not given)	3	-1	0.1	-4	0.6	-2	-1	-3	-1
CCCOc1ccc(N2CC(C(=O)Nc3ccc4c(c3)OCO4)CC2=O)cc1 (stereo not given)	14	-4	0.1	14	-0.5	2	-1	5	-1
CCCn1c(SCC(=O)N2CCCCC2)nc2c1c(=O)n(C)c(=O)n2C	10	1	0.1	10	-2.5	-4	-2	0	1
Cc1ccc2cc(C#N)c(NCc3ccco3)nc2c1	2	-11	0.0	-5	-5.7	5	-6	1	13
CCC1(c2ccc(F)cc2)NC(=O)N(CC(=O)Nc2ccc(C(N)=O)cc2)C1=O (stereo not given)	-12	-2	0.0	-1	0.8	-1	-2	4	-2
S=c1[nH]nc(-c2ccccn2)n1/N=C/c1ccco1	16	3	0.1	-2	2.6	-7	0	1	-1
CC(C)CCOc1ccc(C(=O)C[N+]2(C)CCOCC2)cc1	9	11	0.1	-1	1.7	-1	1	-3	0
COc1ccc(N(CC(=O)N2CCC(Cc3ccccc3)CC2)S(C)(=O)=O)cc1	4	-1	-0.1	4	2.3	5	0	-8	2
Cc1ccc(CC2CC(=O)N(c3nc(C)cc(C)n3)C2=O)cc1 (stereo not given)	5	0	0.0	-2	-4.5	0	-4	-4	-1
CCCC/C(O)=C/c1nc2ccccc2[nH]c1=O	-6	4	-0.2	3	0.9	-9	7	2	4
Cc1cc(C)cc(NC(=O)C(OC(=O)c2sccc2C)c2ccccc2)c1 (stereo not given)	7	-36	0.1	13	1.8	13	2	2	2
C=CCN(C(=O)c1ccc2snnc2c1)c1ccccc1	7	2	-0.1	3	0.1	-4	-1	0	-2
N#C/C(=C\c1ccc(N2CCOCC2)o1)C(=O)N1CCOCC1	0	2	-0.1	-13	3.3	-18	2	153*	9
COc1ccccc1/C=C(/C(=O)OCC(=O)Nc1ccccc1C(C)C)c1ccccc1	-10	-11	0.4	4	3.4	16	2	0	2
COc1cc(C)nc(N(C)C(C)=O)n1	-9	-2	-0.1	1	0.4	-10	-4	-1	3
Cn1c(SCC(=O)NNC(=O)Nc2ccc(Cl)cc2)nnc1-c1ccccc1	1	-4	0.0	-1	0.1	-3	-6	-3	-4
O=C(CSc1ccc(-c2cccs2)nn1)NCc1ccccc1Cl	-1	0	-0.2	-5	1.6	0	2	-1	3
CCOc1nc2ccccc2cc1/C=C/C(=O)O	9	2	0.2	15	1.3	2	-3	-1	6
COc1cc(C(C)=O)ccc1OCC(O)CNCC(O)c1ccccc1 (stereo not given)	15	3	0.1	0	0.8	-4	0	1	-3
CCN1C(=O)/C(=C2/Sc3ccccc3N2CCCS(=O)(=O)O)SC1=S	0	5	-0.2	5&16	0.1	11	0	16	9
CCOc1ccc(C2C3=C(CCCC3=O)Nc3nc(C(F)(F)F)nn32)cc1OC (stereo not given)	2	-4	0.1	4	0.1	-6	-1	0	5
N#CC1=C(N)Oc2cc(O)ccc2C1c1ccccc1 (stereo not given)	3	1	-0.1	-4	1.8	5	-4	1	0

Some of the compounds tested; count on the stated rates, not on these rows.
